Screening results (PubChem)
RGS4-Gao reg: modulators of RGS4 binding to Galphao, primary screen, biochemical, multiplexed bead flow cytometry | actives lie on both sides | binding response (% of control), % at 10 µM | 220,000 compounds, 0.33% hits | AID 1415, 2008; in the data active = binding response below about 49% or above about 150%; inactive = in between;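 note: fluorescent Galphao activated with aluminum fluoride binding bead-coupled RGS4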
Mcl1-Bid inh: Mcl-1/Bid binding inhibitors, primary screen, biochemical, TR-FRET, 1536-well. Induced myeloid leukemia cell differentiation protein Mcl-1 (Homo sapiens), Q07820. TR-FRET Mcl-1/Bid-Dy647 peptide binding. inhibition, % at 21.7 µM. 220,000 compounds, 0.97% hits;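 active = compounds that cut the binding signal by more than half at the single screening dose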;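 note: His-tagged Mcl-1 with europium anti-His antibody binding Bid BH3 peptide; 0% = Mcl-1 plus peptide wells and 100% = peptide-only wells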
Target sequence (Q07820 whole entry, looked up): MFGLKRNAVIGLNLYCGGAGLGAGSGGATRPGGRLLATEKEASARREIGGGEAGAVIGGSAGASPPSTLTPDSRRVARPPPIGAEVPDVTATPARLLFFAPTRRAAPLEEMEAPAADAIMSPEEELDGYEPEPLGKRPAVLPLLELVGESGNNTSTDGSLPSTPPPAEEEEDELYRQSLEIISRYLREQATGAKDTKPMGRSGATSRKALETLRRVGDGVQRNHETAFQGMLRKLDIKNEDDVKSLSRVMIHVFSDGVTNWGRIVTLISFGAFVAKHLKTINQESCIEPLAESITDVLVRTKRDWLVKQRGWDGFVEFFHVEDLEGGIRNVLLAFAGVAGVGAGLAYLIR
Bim-Bcl-2: inhibitors of Bim-Bcl-2 binding, primary screen, biochemical, multiplexed, human Bcl-2 family | 190,000 compounds, 0.06% hits | Apoptosis regulator Bcl-2 (Homo sapiens), P10415 | AID 950, 2007 | inhibition, % at 10 µM | Bead-based flow cytometry, Bim peptide-Bcl-2 binding; in the data active = inhibition above about 40%; inconclusive = no clear call, values can overlap the other calls;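 note: 0% = no compound wells with probe peptide and 100% = reference peptide inhibitor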
Bcl-XL Bim block: inhibitors of Bim-Bcl-XL binding, primary screen, biochemical, multiplexed, bead flow cytometry, human Bcl-XL; inhibition, % at 10 µM; Bim peptide-Bcl-XL binding, fluorescence; Bcl-2-like protein 1 (Homo sapiens), Q07817; 190,000 compounds, 0.04% hits
Target sequence (Q07817 whole entry, looked up): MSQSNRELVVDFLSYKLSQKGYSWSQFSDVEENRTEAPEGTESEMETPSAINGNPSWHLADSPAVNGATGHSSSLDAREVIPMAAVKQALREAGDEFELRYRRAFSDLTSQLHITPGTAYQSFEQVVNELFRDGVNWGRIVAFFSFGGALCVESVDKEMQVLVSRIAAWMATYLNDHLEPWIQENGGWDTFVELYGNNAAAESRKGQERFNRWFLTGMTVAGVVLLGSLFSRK
Mcl1-Noxa inh: Mcl-1/Noxa binding inhibitors, primary screen, biochemical, TR-FRET, 1536-well | Induced myeloid leukemia cell differentiation protein Mcl-1 (Homo sapiens), Q07820 | TR-FRET Mcl-1/Noxa peptide binding, 2 h | inhibition, % at 21.7 µM | 220,000 compounds, 1.5% hits | AID 1022, 2008;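 active = compounds that cut the protein-peptide binding signal by more than 50% relative to plate controls in a single-dose test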;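 note: His-tagged Mcl-1 with rhodamine Noxa BH3 peptide and terbium anti-His antibody; 0% = Mcl-1 plus Noxa peptide wells and 100% = peptide-only wells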
Bim-Bfl-1: inhibitors of Bim binding to Bfl-1, primary screen, biochemical, multiplexed, bead-based flow cytometry | Bim-Bfl-1 binding inhibition | inhibition, % at 10 µM | 190,000 compounds, 0.12% hits;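 note: 0% = wells without compound plus tracer and 100% = blocker peptide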
RGS8-Gao: RGS8-Galphao binding modulators, primary screen, biochemical, multiplexed bead flow cytometry | actives lie on both sides | Guanine nucleotide-binding protein G(o) subunit alpha (Homo sapiens), P09471 | 220,000 compounds, 0.34% hits | response (percent of control binding), % at 10 µM; in the data active = response below about 60% or above about 140%; inactive = in between;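 note: Galphao activated as the GDP aluminium fluoride complex binding bead-coupled RGS8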
Bim-Bcl-B: inhibitors of Bim-Bcl-B binding, primary screen, biochemical, multiplexed, human Bcl-2 family | AID 951, 2007 | inhibition, % at 10 µM | 190,000 compounds, 0.073% hits | bead-based flow cytometry, Bim peptide-Bcl-B binding;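 note: 0% = tracer peptide without compound and 100% = reference inhibitor peptide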
Target sequence (Q9HD36 whole entry, looked up): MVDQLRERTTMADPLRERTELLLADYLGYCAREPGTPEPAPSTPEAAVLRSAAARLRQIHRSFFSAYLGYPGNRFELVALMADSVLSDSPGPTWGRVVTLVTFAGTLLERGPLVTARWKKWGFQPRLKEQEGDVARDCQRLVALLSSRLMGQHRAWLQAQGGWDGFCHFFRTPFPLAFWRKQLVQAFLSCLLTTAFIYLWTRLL
Bim-Bcl-W: inhibitors of Bim binding to Bcl-W, primary screen, biochemical, multiplexed, bead-based flow cytometry. 190,000 compounds, 0.02% hits. inhibition, % at 10 µM. Bim peptide-Bcl-W binding. AID 952, 2007. Bcl-2-like protein 2 (Homo sapiens), Q92843;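 note: 0% = bound tracer without compound and 100% = peptide blocker; higher means less fluorescent Bim peptide bound to Bcl-W beads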
Target sequence (Q92843 whole entry, looked up): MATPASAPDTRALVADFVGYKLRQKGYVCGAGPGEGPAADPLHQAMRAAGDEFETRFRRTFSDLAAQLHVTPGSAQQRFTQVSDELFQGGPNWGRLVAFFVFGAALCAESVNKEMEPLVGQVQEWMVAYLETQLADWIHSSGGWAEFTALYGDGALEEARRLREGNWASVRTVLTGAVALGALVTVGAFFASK
RGS7-Gao reg: RGS7-Galphao binding modulators, primary screen, biochemical, multiplexed bead flow cytometry | 220,000 compounds, 0.35% hits | binding response (% of control), % at 10 µM | Guanine nucleotide-binding protein G(o) subunit alpha (Homo sapiens), P09471 | actives lie on both sides | AID 1439, 2008; in the data active = binding response below about 49% or above about 150%; inconclusive = no clear call, values can overlap the other calls; inactive = in between;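 note: fluorescent Galphao held in activated GDP-AlF4 state binding bead-coupled RGS7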
Mcl-1 Bim block: inhibitors of Bim peptide binding to Mcl-1, primary screen, biochemical, bead-based flow cytometry, multiplex. Induced myeloid leukemia cell differentiation protein Mcl-1 (Homo sapiens), Q07820. Bim peptide-Mcl-1 binding. inhibition, % at 10 µM. 190,000 compounds, 0.1% hits;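 note: 0% = no compound tracer wells and 100% = peptide blocker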
Starred values were filed as active, the others as inactive; ? = inconclusive; . = no result given. Cut-off read from the data, not from the text of the source, unless noted: active = inhibition above about 40%. This is a random part of the collection (roughly 2.7% active in at least one column).

SMILES | RGS4-Gao reg | Mcl1-Bid inh | Bim-Bcl-2 | Bcl-XL Bim block | Mcl1-Noxa inh | Bim-Bfl-1 | RGS8-Gao | Bim-Bcl-B | Bim-Bcl-W | RGS7-Gao reg | Mcl-1 Bim block
Cc1cc(O)c(C(C)C)cc1NS(=O)(=O)c1ccccc1 | 102 | -28 | 0 | 0 | 18 | -3 | 99 | 0 | 0 | 101 | 0
CCn1ncc(Br)c1C(=O)N(C)C12CC3CC(CC(C3)C1)C2 | 102 | -14 | -13 | -15 | 11 | -21 | 101 | -11 | -7 | 100 | -7
O=C(NCc1cccnc1)NC(C(F)(F)F)C(F)(F)F | 101 | -15 | 1 | 2 | 14 | -1 | 100 | -3 | 1 | 99 | 0
O=C(O)CN1C(=O)C2C3CC(C2C1=O)C1C(c2ccc(F)cc2)c2sc(=O)[nH]c2SC31 (configuration not stated) | 95 | -21 | 0 | -1 | 7 | -3 | 98 | -1 | 1 | 97 | 2
CCCn1nnc(NC(=O)c2cc3ccccc3o2)n1 | 100 | -6 | -15 | -7 | 5 | -18 | 100 | -6 | 0 | 101 | -3
c1cncc(-c2cccnc2)c1 | 102 | -45 | 1 | 0 | 41 | 0 | 103 | -2 | 0 | 101 | -1
Cc1ccc2c(C)c(C(=O)N(Cc3cccs3)C3CCS(=O)(=O)C3)oc2c1 (configuration not stated) | 99 | 5 | -10 | -4 | 7 | -15 | 103 | -6 | 0 | 98 | -1
Nn1c(SCc2cn3ccccc3n2)nnc1-c1ccncc1 | 103 | -40 | -3 | -2 | 17 | -9 | 102 | -5 | -1 | ? | 0
CCOc1ccc(N2C(=O)S/C(=C\c3cc(OC)c(OC)c(OC)c3)C2=O)cc1 | 100 | -9 | . | . | 9 | . | 103 | . | . | ? | .
CCCOc1ccc(C2c3c(oc4cc(C)c(C)cc4c3=O)C(=O)N2CCCN(C)C)cc1 (configuration not stated) | 105 | -15 | -3 | -2 | 17 | -5 | 106 | -4 | 8 | 101 | -1
Cc1cc(C)n2ncc(C(=O)Nc3ccc4c(c3)OCO4)c2n1 | 106 | -13 | -9 | 1 | 5 | -12 | 101 | -5 | 1 | 97 | 0
O=C(NCCCN1CCOCC1)c1cccc(S(=O)(=O)Nc2cc(Cl)ccc2Cl)c1 | 104 | 8 | 0 | -3 | 8 | -6 | 104 | -2 | 0 | ? | 0
CN1N=C(C(=O)Nc2ccc3c(c2)CCC3)CCC1=O | 97 | -19 | 0 | -3 | 10 | -2 | 100 | -8 | 1 | 100 | -2
CCOc1ccc(OCC)c(S(=O)(=O)NCc2ccc3c(c2)OCO3)c1 | 102 | -15 | -7 | -6 | -17 | -3 | 99 | -3 | 0 | 99 | -1
N#CCSc1nccc(/C=C/c2ccccc2)n1 | 101 | 3 | 0 | -1 | 15 | -3 | 99 | -6 | 0 | ? | 0
C/C(=N/O)c1ccc(N2C(=O)C3C4C=CC(C3C2=O)C2C3C(=O)N(c5ccc(/C(C)=N/O)cc5)C(=O)C3C42)cc1 (configuration not stated) | 100 | -9 | -6 | -2 | 18 | 1 | 101 | 0 | -5 | 97 | -5
CC(=O)Nc1ccc2c(c1)N(C(C)=O)c1ccccc1CC2 | 101 | 7 | -3 | -1 | 7 | -7 | 95 | -5 | 0 | 97 | -1
COc1ccc(NC(=O)C2C3C=CC(C3)C2C(=O)NCc2ccccn2)c(OC)c1 (configuration not stated) | 79 | -25 | -8 | -9 | 11 | -18 | 87 | -7 | -2 | 78 | -4
CC(C)(C)[C@H]1C=C(C(=O)NC2CC2)O[C@@H](OCc2ccc(CO)cc2)C1 | 112 | -8 | -2 | -3 | -13 | -3 | 104 | -3 | 2 | 114 | 1
CC(=O)Nc1cccc(N2C(=O)CC(Cc3ccccc3)C2=O)c1 (configuration not stated) | 98 | 1 | -2 | 1 | 39 | -4 | 102 | -2 | 0 | 101 | 0
COc1ccc(CNC(=O)CN(C(=O)CCC(=O)Nc2ccccn2)c2cccc(C)c2)cc1 | 99 | -17 | -3 | -3 | -8 | -3 | 99 | -6 | -1 | 104 | -3
CC(C)(C)NC(=O)CSc1nnc(NC(=O)CCn2cnc3ccccc3c2=O)s1 | 99 | -11 | -4 | -5 | -8 | -9 | 102 | -8 | -3 | 96 | -3
COC(=O)c1cc(NC(=O)Nc2ccccc2OC)cc(C(=O)OC)c1 | 106 | -12 | -5 | -6 | -7 | -9 | 106 | -2 | 4 | 107 | 1
COCCN(Cc1ccccc1)C(=S)Nc1ccc(Cl)cc1 | 99 | -42 | -5 | 0 | 2 | -6 | 101 | -5 | -2 | 102 | -1
COc1ccc(-c2nn(CCC#N)cc2C=C(C#N)C#N)cc1 | 95 | 2 | . | . | 9 | . | 98 | . | . | ? | .

For reference, part of the list above:
SMILES | RGS4-Gao reg | Mcl1-Bid inh | Bim-Bcl-2 | Bcl-XL Bim block | Mcl1-Noxa inh | Bim-Bfl-1 | RGS8-Gao | Bim-Bcl-B | Bim-Bcl-W | RGS7-Gao reg | Mcl-1 Bim block
Cc1cc(O)c(C(C)C)cc1NS(=O)(=O)c1ccccc1 | 102 | -28 | 0 | 0 | 18 | -3 | 99 | 0 | 0 | 101 | 0
CCn1ncc(Br)c1C(=O)N(C)C12CC3CC(CC(C3)C1)C2 | 102 | -14 | -13 | -15 | 11 | -21 | 101 | -11 | -7 | 100 | -7
O=C(NCc1cccnc1)NC(C(F)(F)F)C(F)(F)F | 101 | -15 | 1 | 2 | 14 | -1 | 100 | -3 | 1 | 99 | 0

(cont.)
SMILES | RGS4-Gao reg | Mcl1-Bid inh | Bim-Bcl-2 | Bcl-XL Bim block | Mcl1-Noxa inh | Bim-Bfl-1 | RGS8-Gao | Bim-Bcl-B | Bim-Bcl-W | RGS7-Gao reg | Mcl-1 Bim block
Cc1ccc(C)c(OCC(=O)Nc2ccc3c(c2)OCO3)c1 | 100 | -25 | -9 | -5 | 9 | -19 | 102 | -11 | -2 | 104 | -6
O=C(O/N=C1\CCCc2ccccc21)c1cccc(Cl)c1 | 102 | 4 | 9 | 5 | -10 | 3 | 97 | 3 | 6 | 104 | 2
COc1ccc(/C=C/c2nc3ccccc3n2C)cc1 | 101 | -7 | -3 | 0 | 21 | -1 | 100 | -3 | 3 | 97 | 0
O=C(Nc1ccc(Cl)c(Cl)c1)Nc1ccc(N2CCCC2)c(S(=O)(=O)Nc2ccccc2Cl)c1 | 106 | -15 | -1 | -2 | 10 | 0 | 100 | -4 | -4 | 98 | -2
COc1ccccc1Nc1nc(N)nc(CSC(=S)N2CCCCC2C)n1 (configuration not stated) | 100 | -75 | 8 | 13 | -30 | 6 | 105 | 7 | 7 | 99 | -3
N#Cc1nc(Cc2ccccc2)oc1NCCCn1ccnc1 | 103 | -10 | -4 | 0 | 6 | -2 | 103 | -3 | 0 | 99 | 1
COc1ccc(C(=O)NNC(=S)NC(=O)C(C)(C)C)cc1 | 102 | -105 | 1 | 1 | -49 | 2 | 99 | -28 | 5 | 101 | 3
CC(C)(C)N(Cc1cc2ccccc2[nH]c1=O)C(=O)c1cccnc1 | 101 | -24 | 0 | -4 | -23 | 0 | 101 | -1 | 0 | 100 | 0
Cc1cc(=O)oc(C)c1C(=O)NCCC(C)C | 99 | -24 | -12 | -5 | 12 | -20 | 101 | -6 | -1 | 101 | -2
COc1cc2c(cc1OC)C(C1(O)CCCCC1)NCC2 (configuration not stated) | 100 | -31 | . | . | 2 | . | 100 | . | . | ? | .
O=C(O)C(O)c1ccccc1 (configuration not stated) | 105 | 8 | -5 | -1 | -13 | -3 | 104 | 0 | -2 | 107 | -1
CN(c1ccccc1C(=O)Nc1ccc2c(c1)OCCO2)S(C)(=O)=O | 99 | -9 | -5 | -6 | 1 | -13 | 101 | -7 | 0 | 99 | -2
CCC(C)C(NC(=O)OC(C)(C)C)C(=O)NC(C)C(N)=O (configuration not stated) | 101 | -34 | -3 | 0 | 20 | -7 | 103 | -3 | 0 | 101 | 2
C/C(=N\NC(=S)NC1CCCCC1)c1ccc(Cl)c(Cl)c1 | 96 | -28 | . | . | 13 | . | 103 | . | . | ? | .
CCOC(=O)Cc1c(C)nc2cc(-c3ccc(C(C)(C)C)cc3)[nH]n2c1=O | 109 | -24 | -4 | -3 | 11 | -7 | 105 | -7 | 2 | 104 | 0
O=C(NCCCN=C1NS(=O)(=O)c2ccccc21)c1ccc(S(=O)(=O)N2CCCCC2)cc1 | 99 | -20 | 4 | 1 | -10 | 1 | 94 | 0 | 0 | 100 | 1
Nn1cc(-c2ccccc2)nc1SCC(=O)N1CCN(S(=O)(=O)c2ccccc2)CC1 | 100 | -25 | -5 | -3 | 4 | -5 | 97 | -6 | 1 | 101 | -1
COc1cc(N)cc(NC(=O)c2ccncc2)c1 | 114 | -14 | 1 | 2 | 7 | -1 | 97 | 0 | 0 | 109 | 1
O=C(O)C1CCC(=O)N1C1c2ccccc2Oc2ccccc21 (configuration not stated) | 104 | -8 | 1 | -1 | 14 | 1 | 100 | 1 | -1 | 102 | -1
COc1cccc(N2CC(C(=O)Nc3c(C)cccc3C)CC2=O)c1 (configuration not stated) | 104 | 13 | -8 | -6 | -17 | -13 | 101 | -7 | -1 | 101 | -2
CC(C)c1ccc(NC(=O)CNC(=O)Cn2cnc3ccccc3c2=O)cc1 | 104 | 7 | 1 | 0 | -2 | 0 | 103 | 0 | -1 | 103 | 3
c1ccc(CNc2ncnc3c2cnn3Cc2ccccc2)cc1 | 104 | 2 | 8 | -7 | -4 | 0 | 102 | -4 | -3 | 114 | -1
CC(C)n1cc(C(=O)c2ccccc2O)cc(C#N)c1=O | 102 | -21 | -5 | -6 | 13 | -5 | 100 | -5 | -4 | 100 | -3
COc1cc(C(C#N)N2CCOCC2)ccc1O (configuration not stated) | 99 | -61 | -1 | 0 | 11 | 0 | 101 | 3 | 0 | 96 | -1
Cc1onc(-c2ccccc2)c1C(=O)Nc1ccc2c(C)cc(=O)oc2c1 | 89 | 5 | 0 | 1 | -4 | 3 | 89 | -2 | 0 | 93 | -7
CC1CCc2c(sc3ncn(N)c(=N)c23)C1 (configuration not stated) | 100 | 3 | . | . | 7 | . | 99 | . | . | ? | .
O=C(COc1ccc(Cl)cc1Cl)Nc1nc2n(n1)C(c1ccccc1)CC(=O)N2 (configuration not stated) | 83 | -4 | -2 | 0 | 44 | -5 | 89 | -6 | -8 | 90 | -6
CN(CC(O)CN)CC(O)CN1CCCCC1 (configuration not stated) | 106 | -22 | -4 | -4 | 7 | -9 | 102 | -3 | 1 | 102 | 0
O=S(=O)(Nc1cccc(-c2cn3cccnc3n2)c1)c1ccc(-c2ccccc2)cc1 | 102 | 1 | 0 | 4 | 10 | -5 | 101 | 0 | 5 | 98 | 3
